CFTR F508del cor: CFTR F508del correction in bronchial cells; CFBE cells, YFP halide quenching; stimulated with forskolin plus potentiator P3; % fluorescence drop versus neutral controls; activity (quench increase), % at 7.58 µM; actives 0.36% (n = 350,000); AID 720511;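 active means mean added fluorescence quench of at least 8% versus neutral control, with both replicates also reaching 8%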;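 further: cells transiently co-express mutant CFTR-F508del with the halide-sensitive YFP; corrector assay measuring rescue of mutant channel to the surface after 24 h compound exposure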
INS-1E GSIS act: GLuc luminescence reporter in INS-1E cells, primary screen for activators of glucose-dependent secretion of insulin. INS-1E GLuc reporter insulin secretion, 2-3 h. activation, % at 16.6 µM. actives 0.61% (n = 370,000);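 active means lowest replicate activation of at least 40%, so every replicate reaches that level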;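 further: 0% = median of neutral control wells and 100% = median of IBMX positive control wells; some compounds called inactive have numbers as strong as hits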
PglD DTNB: PglD (C. jejuni) enzyme inhibition | purified PglD enzyme, DTNB colorimetric CoA detection | inhibition, % at 12.5 µM | actives 0.098% (n = 360,000); in the data active means inhibition above about 16%, passing the limit was not always enough; further: strong numbers were not always called active
PGC1a acetyl inh: lowers PGC1a acetylation signal in U2OS cells | AlphaScreen anti-acetyl-lysine; with virally co-expressed GCN5 acetyltransferase | inhibition, % at 15.6 µM | actives 0.17% (n = 350,000) | AID 651687;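 active means every replicate shows inhibition of at least 40%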;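 further: 0% = neutral control wells and 100% = positive control wells; some results beyond the cut were filed as inactive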
Cneo AK release: Cryptococcus neoformans lysis via adenylate kinase release; AID 651654; actives 0.2% (n = 360,000); lysis activity, % at 15 µM; C. neoformans lysis, adenylate kinase release luminescence, 4 h; normalised: neutral wells 0, clomiphene wells 100;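 active means mean lysis activity across replicates of at least 80%, whatever share of replicates individually reach that level; inactive means mean lysis activity below 80%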
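Schedule: static 4 h at 37 °C with compound, 1 h detection; system: C. neoformans cells; benchmarks: Clomiphene as positive control; buffer or medium: fresh YPD medium; measure: luminescence rise reflecting yeast cell lysis; measured by: luminescent adenylate kinase detection reagent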
FN deposit inh: fibronectin deposition inhibition. AH1F fibroblasts, Alexa488-fibronectin deposition fluorescence, overnight. inhibition, % at 12.6 µM. actives 0.086% (n = 350,000);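 active means mean inhibition across replicates of 30% or more, regardless of how many single replicates reach that level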;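 further: positive control wells lacked labelled fibronectin entirely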
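Test system: AH1F fibroblast monolayer depositing Alexa488-labelled fibronectin into matrix. Input: 10000 cells per well. Technique: fluorescence, ex 485 nm, em 525 nm. Buffer or medium: DMEM plus 2% serum, read in PBS. Timing: 1 h cell adhesion before compound, then overnight fibronectin incubation. Compound: single dose, pinned. Read-out basis: inhibition from reduced deposited-fibronectin fluorescence.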
C2C12 statin: suppression of simvastatin myotoxicity; C2C12 myotubes + simvastatin, ATP luminescence, 48 h; scaled: DMSO 0, geranylgeraniol control 100; rescue of ATP level, % at 7.49 µM; actives 0.78% (n = 330,000); AID 602340;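 active means mean ATP rescue above about 67%, or every replicate alone reaching that limit, limit read from the data, passing the limit was not always enough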;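 further: myotubes were challenged with 10 µM simvastatin during compound exposure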
miR-122 sensor: inhibitors of miR-122 in Huh7 cells; Huh7 miR-122 Renilla luciferase sensor, 48 h; neutral wells = 0, positive control = 100; activation (reporter increase), % at 12.5 µM; actives 0.3% (n = 340,000);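 active means mean replicate activation score at least 90 and every replicate individually at or above 90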;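 further: higher luciferase means less miR-122 activity so hits act as miR-122 inhibitors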
Numbers without * were called inactive; x = not tested or not shown; [ ] = dose if it differs, or a comment.

Each structure is followed by: PglD DTNB	Cneo AK release	FN deposit inh	CFTR F508del cor	miR-122 sensor	PGC1a acetyl inh	C2C12 statin	INS-1E GSIS act
1. Cc1nnc(SCC(=O)NCc2ccccc2Cl)[nH]c1=O
 : 3	2	2	0.1	-2	2	-6	-1
2. Cc1ccc(NC(=O)N2CCCC2C(=O)NCc2cccs2)cc1 (stereo unspecified)
 : -2	-1	x	x	1	-21	x	8
3. CC1CCC2(CC1)NC(=O)N(CC(=O)NCc1ccc(F)cc1)C2=O (stereo unspecified)
 : -2	1	-6	-3.4	x	1	-1	5
4. CCN(CC(=O)Nc1cc(Cl)ccc1C)C(=O)CSCc1c(C)noc1C
 : 2	-1	1	-3.0	x	x	x	4
5. Cc1cc(CNC(=O)COc2ccccc2)c2ccccc2n1
 : x	x	-10	-0.5	x	5	x	1
6. C[C@H](CO)N1C[C@H](C)[C@@H](CN(C)C(=O)c2ccc(F)cc2)Oc2cc(C3=CCCC3)ccc2S1(=O)=O
 : 6	2	-1	-2.4	43[16.7 µM]	-7	-6	4
7. Cc1ccccc1C(=O)OCC(=O)N(C)c1c(N)n(Cc2ccccc2)c(=O)[nH]c1=O
 : x	x	2	0.4	x	x	12	69
8. CC1C=NC(S(=O)(=O)N2CC[C@@H]3[C@H](CO)N(C)c4ccc(-c5ccccc5F)cc4[C@@H]32)=N1 (stereo partly specified)
 : -1	-4	-1	1.3	1[16.7 µM]	3	1	17
9. O=C(CCCNS(=O)(=O)c1cccs1)N1CCN(c2ccc(F)cc2)CC1
 : 0	0	-3	x	0	-2	-5	x
10. CCCS(=O)(=O)c1c(S(=O)(=O)CCC)c2c(N)cccn2c1C(=O)c1ccc(OC)cc1
 : x	x	7	-0.3	x	1	x	5
11. C[C@@H]1CN([C@@H](C)CO)S(=O)(=O)c2ccc(C#CC3(O)CCCC3)cc2O[C@@H]1CN(C)C(=O)Cc1cccnc1
 : -3	-3	1	x	7[16.7 µM]	-8	-11	10
12. C/C=C/c1ccc([C@@H]2[C@@H](CO)N(C(=O)CC)[C@@H]2CNC(=O)CC)cc1
 : -1	-1	x	-3.2	6[16.7 µM]	-10	-7	3
13. COc1ccc(NC(=O)CN2CCCC(C)C2)c([N+](=O)[O-])c1 (stereo unspecified)
 : -4	0	0	x	-7	1	3	x
14. C[C@@H]1CN([C@@H](C)CO)C(=O)c2cccc(NC(=O)C3CCCCC3)c2O[C@H]1CN(C)CC1CC1
 : 3	-2	x	2.2	12[16.7 µM]	-1	-18	-6
15. COc1ccc(C(=O)NCC(=O)OCC(=O)Nc2cc(OC)ccc2OC)cc1
 : 9	-3	-9	x	8	-1	18	x

3 entries out of the list, arranged by molar mass, low to high:
Each structure is followed by: PglD DTNB	Cneo AK release	FN deposit inh	CFTR F508del cor	miR-122 sensor	PGC1a acetyl inh	C2C12 statin	INS-1E GSIS act
5. Cc1cc(CNC(=O)COc2ccccc2)c2ccccc2n1
 : x	x	-10	-0.5	x	5	x	1
8. CC1C=NC(S(=O)(=O)N2CC[C@@H]3[C@H](CO)N(C)c4ccc(-c5ccccc5F)cc4[C@@H]32)=N1 (stereo partly specified)
 : -1	-4	-1	1.3	1[16.7 µM]	3	1	17
10. CCCS(=O)(=O)c1c(S(=O)(=O)CCC)c2c(N)cccn2c1C(=O)c1ccc(OC)cc1
 : x	x	7	-0.3	x	1	x	5

(further entries)
Each structure is followed by: PglD DTNB	Cneo AK release	FN deposit inh	CFTR F508del cor	miR-122 sensor	PGC1a acetyl inh	C2C12 statin	INS-1E GSIS act
16. CCC(=O)Nc1ccc2c(c1)OC[C@H](C)N(CC1CC1)C[C@H](C)[C@@H](OC)CN(C)C2=O
 : x	x	6	0.9	x	10	x	7
17. O=Cc1ccc(OCC(=O)Nc2ccccc2C(F)(F)F)cc1
 : 9	-1	3	-2.0	x	6	x	6
18. Cn1c(NCc2ccccc2Cl)nc2ccccc21
 : -4	-1	-9	1.2	9	-14	-5	17
19. CC(C)NC(=O)N(C)C[C@@H]1Oc2ncc(C#Cc3ccccc3F)cc2C(=O)N([C@H](C)CO)C[C@@H]1C
 : 0	5	4	2.1	4[16.7 µM]	12	-17	5
20. CN1C(=O)c2cc(NC(=O)c3ccccc3)ccc2OC[C@@H]2O[C@H](CC(=O)O)CC[C@@H]21
 : 1	7	6	0.7	3[16.7 µM]	6	-7	-1
21. CCOC(=O)C(NC(C)=O)(Nc1ccc(S(=O)(=O)Nc2cc(C)on2)cc1)C(F)(F)F (stereo unspecified)
 : -7	0	x	x	-3	7	x	23
22. COc1ccc(S(=O)(=O)Nc2c(C)n(C)n(-c3ccccc3)c2=O)cc1C(=O)O
 : -1	9	2	0.6	3	17	-1	19
23. O=C(CCN1C(=O)c2ccccc2C1=O)Nc1cccc(S(=O)(=O)N2CCCCC2)c1
 : -1	0	6	x	7	-9	-1	x
24. Cc1cccc(S(=O)(=O)N2C[C@@H](O)COC[C@H]3O[C@@H](CC(=O)Nc4ccccc4)CC[C@@H]32)c1
 : 0	-1	-2	-0.8	-2[16.7 µM]	-1	-5	3
25. COc1cccc(CN(C)CC(=O)Nc2ccccc2C(=O)NC2CC2)c1
 : -1	-1	3	-5.5	-15	-3	18	x
26. Cc1ccc(S(=O)(=O)N(C)C[C@@H]2OCCCC[C@H](C)Oc3ccc(N(C)C)cc3C(=O)N([C@@H](C)CO)C[C@@H]2C)cc1
 : -1	2	-6	0.4	-3[16.7 µM]	-4	26	-28
27. CCOC(=O)c1cc(-c2ccccc2)sc1NC(=O)CSc1nnc(N)s1
 : x	x	-5	2.5	-7	3	15	11
28. CO[C@H]1CN(C)C(=O)c2ccc(NS(C)(=O)=O)cc2OC[C@@H](C)NC[C@@H]1C
 : 2	3	-33	1.3	1[16.7 µM]	-13	-2	-8
29. Cc1ccc(C)c(N2N=C(C(=O)OCc3nnc(-c4ccccc4)o3)CCC2=O)c1
 : x	x	0	0.2	-3	x	-6	-12
30. O=S(=O)(Nc1ccc(NS(=O)(=O)c2ccccc2)c(Cl)c1)c1ccccc1
 : 1	-4	0	-1.4	0	0	5	x
31. COc1cccc(-c2cnc3c(c2)C(=O)N([C@H](C)CO)C[C@@H](C)[C@@H](CN(C)C(=O)CC2CC2)O3)c1
 : -1	-6	-9	1.6	-8[16.7 µM]	-11	x	16
32. COc1ccc2nc(N3CCCCC3)c(C#N)cc2c1
 : -2	-4	7	x	-22	x	x	x
33. COc1ccc(Nc2c(-c3ccco3)nc3cccc(C)n23)cc1
 : 2	19	8	0.6	-3	-3	46	8
34. CC(=O)Nc1ccc2nc(CN3CCC(CO)(CCc4ccccc4)CC3)ccc2c1
 : 1	1	2	3.7	162*	14	x	-18
35. CCCOc1ccccc1OCC(=O)Nc1ccc(S(=O)(=O)N2CCCC2)cc1
 : 3	-3	x	-2.2	x	x	-2	24
36. COc1ccc(-c2ccc3ccccc3n2)cc1
 : x	x	-2	-2.9	x	2	x	10
37. COc1ccc(-c2cc(C(=O)Nc3cc(C)ccc3O)no2)cc1
 : -3	-4	-3	5.6	-2	-13	28	4
38. O=C(c1nn2c(C(F)(F)F)cc(-c3ccc(F)cc3)nc2c1Cl)N1CCOCC1
 : 3	0	x	x	-4	-12	-23	x
39. COCCCNC(=O)c1c(N)n(-c2cccc(S(N)(=O)=O)c2)c2nc3ccccc3nc12
 : 4	-1	x	x	-3	-7	-2	x
40. C[C@H]1CN([C@@H](C)CO)C(=O)c2cccc(NC(=O)C3CCOCC3)c2O[C@H]1CN(C)C(=O)Nc1ccc(F)cc1
 : 2	-6	x	-1.1	3[16.7 µM]	9	-21	3
41. Cc1ccc(C)c(N(CC(=O)NCc2ccc3c(c2)OCO3)C(=O)CCC(=O)Nc2ccccn2)c1
 : 1	2	x	x	2	-20	-13	x
42. Cc1cc(C)cc(C(=O)NCC(=O)OCC(=O)N2CCCCC2)c1
 : x	x	1	-1.2	x	10	x	3
43. CCOc1ccc(NC(=O)C2CCC(N3C(=O)C4CC=CCC4C3=O)CC2)cc1 (stereo unspecified)
 : 0	-1	x	x	x	x	-13	-3
44. Cc1ccc(NS(=O)(=O)c2cc(C(=O)N3CCCC3)ccc2C)cc1C
 : 2	-2	3	-2.7	80	-6	2	-7
45. CCCCCCNS(=O)(=O)c1ccc(NC(=O)C2CCCO2)cc1 (stereo unspecified)
 : 4	-4	-1	x	16	-5	x	x
46. O=C(C[C@H]1C/C=C\CC[C@@H](Cc2ccc(F)cc2)C(=O)OCCNC1=O)NCCO
 : 5	4	5	-1.7	-3	3	-8	19
47. Cc1cc([N+](=O)[O-])nn1Cc1ccc(F)cc1
 : x	x	6	0.7	x	-2	x	10
48. CC(C)NC(=O)N(C)C[C@@H]1Oc2ccc(NS(=O)(=O)c3ccc(F)cc3)cc2C(=O)N([C@H](C)CO)C[C@H]1C
 : x	x	-2	-2.6	-1[16.7 µM]	7	12	0
49. O=C(CN1C(=O)NC(Cc2c[nH]c3ccccc23)C1=O)Nc1cccc(S(=O)(=O)N2CCOCC2)c1 (stereo unspecified)
 : x	x	4	-0.5	5	-24	8	0
50. CC(C)NC(=O)C1(C)CCCCCN1C(=O)c1ccc(-c2ccccc2)cc1 (stereo unspecified)
 : -3	2	17	-1.7	6	x	-9	-7
51. CC(=O)Nc1ccc(CN(C)c2c(C)nc3ccc(C(=O)NC4CCN(Cc5ccccc5)CC4)cn23)cc1
 : 3	-1	5	-1.1	1	13	10	x
52. O=C(Nc1ccc(S(=O)(=O)N2CCCC2)cc1)C1CCCCC1
 : -1	-1	2	-3.5	x	x	-6	11
53. COc1ccc(/C(C)=N\NC(=O)C(c2ccncc2)N2CCOCC2)cc1 (stereo unspecified)
 : -1	-4	-3	-1.1	x	-3	x	0
54. COc1ccc(-c2csc(N)n2)cc1F
 : x	x	-1	-1.3	x	2	x	-2
55. N#C[C@@H]1[C@@H](c2ccccc2-c2ccccc2F)[C@@H](CO)N1C(=O)C1CCC1
 : x	x	-2	0.2	x	-8	x	-2
56. CCC(=O)N(C)C[C@H]1Oc2ncc(/C=C/c3ccccc3)cc2C(=O)N([C@H](C)CO)C[C@@H]1C
 : 1	60	10	0.8	-8[16.7 µM]	-7	-6	6
57. COc1ccc(C#Cc2ccc([C@H]3[C@H](CO)N4CCCCN(S(=O)(=O)c5cn(C)cn5)C[C@@H]34)cc2)cc1
 : 0	-1	x	-1.6	6[16.7 µM]	1	-10	-7
58. c1ccc2c(c1)ccc1nnc(SCc3ccc4c(c3)OCO4)n12
 : 0	0	5	2.1	2	8	x	x
59. O=C(/C=C(\O)c1ccccc1)C(=O)NNC(=O)c1ccccc1[N+](=O)[O-]
 : 3	-1	0	-0.2	7	x	23	12
60. OC[C@@H]1[C@H](c2ccc(Br)cc2)[C@@H]2CNCCCCN12
 : -3	5	-12	1.6	-3[16.7 µM]	1	26	3
61. Cc1cc(C)c(C(N)=O)c(SCC(=O)c2ccc(Cl)cc2)n1
 : -2	-1	x	0.4	8	0	0	5

Screens deposited in PubChem BioAssay by Broad Institute.
